Screening data from PubChem BioAssay.
M5 antag = CHRM5 antagonism in calcium assay; AID 624040; CHO-hM5 cells, Fluo-8 calcium fluorescence, ACh EC80; P08912; inhibition, % at 3 µM; 0.59% of 360,000 active;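 active means inhibition above a per-plate cutoff, the mean of that plate's test compounds plus 3 SD, cut at about 27% in these data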;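 further: 0% = acetylcholine EC80 with DMSO and 100% = DMSO without agonist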
Target sequence (P08912 whole entry, looked up): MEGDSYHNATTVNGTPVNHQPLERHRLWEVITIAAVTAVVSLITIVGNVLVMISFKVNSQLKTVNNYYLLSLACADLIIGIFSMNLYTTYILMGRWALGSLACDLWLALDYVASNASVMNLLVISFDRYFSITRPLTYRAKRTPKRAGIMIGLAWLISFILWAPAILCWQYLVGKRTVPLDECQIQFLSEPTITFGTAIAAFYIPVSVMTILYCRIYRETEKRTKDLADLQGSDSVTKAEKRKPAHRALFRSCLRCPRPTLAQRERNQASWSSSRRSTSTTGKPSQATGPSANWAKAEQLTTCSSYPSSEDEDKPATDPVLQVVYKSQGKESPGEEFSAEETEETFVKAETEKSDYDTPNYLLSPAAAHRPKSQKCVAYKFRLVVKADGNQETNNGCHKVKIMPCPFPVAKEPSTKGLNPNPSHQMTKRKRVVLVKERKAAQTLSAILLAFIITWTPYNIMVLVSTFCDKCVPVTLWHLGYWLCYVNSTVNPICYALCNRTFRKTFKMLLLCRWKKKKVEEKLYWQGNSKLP
CHRM5 PAM = CHRM5 positive allosteric modulation. P08912. CHO-K1 hM5, Fluo-8 calcium, ACh EC20 PAM; 0% = ACh EC20, 100% = ACh EC100. activation, % at 3 µM. 0.3% of 360,000 active. AID 624038;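 active means activation above the run cutoff, the mean activation of all test compounds plus 3 SD, cut at about 18% in these data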
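Probe or stimulus: acetylcholine, EC20 level; Assay system: human M5 receptor in CHO-K1 cells; Schedule: compound preincubation 140 s before EC20 acetylcholine addition; Technique: intracellular calcium via Fluo-8 fluorescence; Dosing: single-point, 3 µM nominal; Read-out basis: percent activation from peak-over-basal fluorescence ratio, scaled EC20-to-EC100 acetylcholine; Repeats: one well per compound, no replicates.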
TAAR1 antagonist = antagonists of human TAAR1; Q96RJ0; CHO RD-HGA16 TAAR1, Fluo-8 calcium fluorescence, antagonist; inhibition, % at 3 µM; 1.5% of 360,000 active; AID 624466;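 active means inhibition above a per-plate cutoff, the mean inhibition of test compounds on that plate plus 3 SD, cut at about 49% in these data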;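 further: 0% = DMSO plus EC80 beta-PEA response and 100% = DMSO alone without agonist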
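System: CHO RD-HGA16 cells bearing hTAAR1. Reagent: EC80 β-phenethylamine stimulus. Schedule: seeding 17-24 h prior, 75-min 37 °C, 30-min RT dye loading. Signal: Fluo-8 intracellular calcium dye fluorescence, real-time kinetic reads. Read-out: % inhibition from peak post-agonist over basal fluorescence ratio. Benchmarks: vehicle wells and EC80 agonist wells. Replicates: n of 1.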
M4 PAM = positive allosteric modulators of human muscarinic M4 receptor; P08173; CHO-K1 hM4/Gqi5, Fluo-8 calcium fluorescence, ACh EC20; 0% = ACh EC20, 100% = maximal ACh; activation, % at 3 µM; 0.4% of 360,000 active; AID 624126;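 active means activation above its plate's cutoff, the mean activation of sample wells plus 3 SD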; further: some results filed as inactive read as strong as hits
Target sequence (P08173 whole entry, looked up): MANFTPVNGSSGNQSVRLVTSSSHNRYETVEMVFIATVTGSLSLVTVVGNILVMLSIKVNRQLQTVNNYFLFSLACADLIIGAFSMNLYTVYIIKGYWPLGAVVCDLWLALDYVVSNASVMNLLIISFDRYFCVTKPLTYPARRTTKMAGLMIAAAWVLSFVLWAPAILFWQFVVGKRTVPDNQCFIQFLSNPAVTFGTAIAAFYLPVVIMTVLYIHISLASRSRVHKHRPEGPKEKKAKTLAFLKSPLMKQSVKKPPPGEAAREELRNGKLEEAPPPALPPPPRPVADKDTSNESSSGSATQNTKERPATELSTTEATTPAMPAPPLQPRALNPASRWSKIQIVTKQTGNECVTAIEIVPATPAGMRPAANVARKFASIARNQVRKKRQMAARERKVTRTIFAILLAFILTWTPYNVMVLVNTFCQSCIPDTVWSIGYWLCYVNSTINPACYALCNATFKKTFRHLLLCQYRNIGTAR
CHRM5 agonist = CHRM5 agonism in calcium assay; AID 624037; P08912; 0.19% of 360,000 active; activation, % at 3 µM; CHO-K1 hM5 cells, Fluo-8 calcium fluorescence; 0% DMSO wells, 100% maximal acetylcholine response;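 active means activation above the run's mean over test compounds plus 3 SD, cut at about 23% in these data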;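 further: signal is peak over basal fluorescence ratio across the kinetic read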
TAAR1 ag = agonists of human TAAR1; Q96RJ0; CHO RD-HGA16 TAAR1, Fluo-8 calcium fluorescence; vehicle wells 0%, saturating PEA agonist 100%; activation, % at 3 µM; 0.99% of 360,000 active;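 active means activation above the mean activation of all test compounds in the run plus 3 SD, cut at about 38% in these data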
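Test system: RD-HGA16 (CHO) cells co-expressing Gα16 and hTAAR1 | Doses: Single dose, 3 µM | Schedule: 17-24 h seeding, 75 min 37 °C dye, 30 min RT | Evaluation: % activation from peak over basal fluorescence ratio, DMSO-to-PEA scaled | Technique: Kinetic Fluo-8 calcium fluorescence | Benchmarks: Low control DMSO, high control PEA (EC100)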
M1 PAM parental = nonselective activator or artifact in parental CHO-K1 calcium assay | ATP EC20, Fluo-8 calcium fluorescence; 0% at ATP EC20, 100% at ATP max | activation, % at 3 µM | 0.02% of 360,000 active | AID 602247;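 active means activation above the run cutoff, the mean activation of all test compounds plus 3 SD, cut at about 40% in these data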;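 further: peak over basal fluorescence ratio in a 140 s read after ATP addition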
CRFR2-BP antag = CRF-BP/CRF-R2 complex antagonism. inhibition, % at 11.8 µM. 0.59% of 350,000 active. HEK293 CRF-R2/CRF-BP, CRF-induced calcium fluorescence;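 active means inhibition of the ligand-induced calcium signal above about 50% at the single tested concentration, limit read from the data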
CRFBP-R2 agonist = CRF-BP/CRF-R2 complex agonism. HEK293 CRF-R2/CRF-BP, calcium dye fluorescence (FLIPR); percent of saturating CRF peptide response. activation, % at 13.2 µM. 0.46% of 350,000 active;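 active means activation of at least 50%, plus an integration ratio under a set limit after plate pattern correction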;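 further: plate controls were neutral control wells without compound for no effect and CRF at EC100 for full effect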
Starred values were filed as active, the others as inactive; / = not tested or not shown.

Structure	M5 antag	CHRM5 PAM	TAAR1 antagonist	M4 PAM	CHRM5 agonist	TAAR1 ag	M1 PAM parental	CRFR2-BP antag	CRFBP-R2 agonist
O=[N+]([O-])c1ccc(N(CCO)Cc2ccccc2)c([N+](=O)[O-])c1	9.9	-6.4	24.5	-6.5	-12.7	9.6	14.5	3.5	-0.1
COc1cccc(-c2noc(C3CCCN(C(=O)c4ccc(F)cc4F)C3)n2)c1 (stereo not drawn)	-3.6	-2.5	1.2	2.0	1.3	-2.2	14.6	6.6	0.3
C=CCn1c(C)cc(C(=O)CSc2n[nH]c(N)n2)c1C	-2.1	12.1	0.7	13.4	0.8	10.7	7.9	-18.7	-0.9
Cc1nn(CCCC(=O)NCCc2ccc(Cl)cc2)c(=O)c2nn(-c3ccccc3)c(C)c12	-7.0	2.3	-18.9	3.5	-0.9	-2.5	4.8	-10.5	0.5
CCN(CC)CCCN(Cc1cc2cc3c(cc2[nH]c1=O)OCO3)C(=O)Nc1ccccc1OC	1.9	1.4	0.3	5.4	1.1	5.7	13.2	-5.0	-0.1
O=C(N=C1SC2CS(=O)(=O)CC2N1c1cccc(Cl)c1Cl)C1CC1 (stereo not drawn)	7.2	-5.2	-11.8	-1.8	-2.6	3.1	22.3	25.3	-0.7
O=C(NCC1CCCO1)c1ccc(NC(=O)c2ccc(Br)cc2)cc1 (stereo not drawn)	1.7	-7.0	-30.9	-6.8	-0.3	78.0*	6.0	3.3	0.6
CCN1CCc2c(sc(NC(=O)c3ccc(S(=O)(=O)N4CCOCC4)cc3)c2C(N)=O)C1	-0.7	-3.8	-17.8	-1.0	0.4	2.4	7.5	3.8	2.1
Cc1ccccc1C(=O)NNC(=S)NC(=O)c1cccs1	14.7	-10.9	65.5*	-13.1	15.3	128.0*	-24.3	41.4	98.8*
O=C(COC(=O)Cc1ccc(Br)cc1)Nc1c(F)c(F)c(F)c(F)c1F	-4.2	-1.2	-5.3	1.2	-4.2	4.0	21.1	8.7	-0.5
Cc1csc(-c2coc3cc(O)cc(C)c3c2=O)n1	12.1	-4.6	-17.0	-0.8	4.1	3.3	-6.0	11.3	-0.1
CC(C)(C)c1ccc(CC(=O)N2CCC2(C)C(=O)NS(=O)(=O)c2ccccc2Cl)cc1 (stereo not drawn)	-1.5	-1.2	6.3	12.5	0.1	0.3	-5.9	/	/
C[C@@H]1CN([C@@H](C)CO)S(=O)(=O)c2ccc(Br)cc2O[C@H]1CN(C)C(=O)C1CCC1	-3.7	0.3	9.3	-1.8	1.1	5.0	15.5	5.2	0.3
CC(=O)Oc1ccc(OC(C)=O)c2c1CC1(C)OC1(C)C2 (stereo not drawn)	-0.5	0.5	-27.6	3.3	0.8	5.7	20.8	-28.0	-1.7
CCOc1ccc(CCNC(=O)c2ccccc2OCc2c(C)noc2C)cc1OCC	-0.2	-7.3	11.5	12.4	2.6	1.2	5.1	0.6	-0.8

Entries of single compounds from above.
Record of Cc1ccccc1C(=O)NNC(=S)NC(=O)c1cccs1 → M5 antag: 14.7; CHRM5 PAM: -10.9; TAAR1 antagonist: 65.5*; M4 PAM: -13.1; CHRM5 agonist: 15.3; TAAR1 ag: 128.0*; M1 PAM parental: -24.3; CRFR2-BP antag: 41.4; CRFBP-R2 agonist: 98.8*
Record of O=[N+]([O-])c1ccc(N(CCO)Cc2ccccc2)c([N+](=O)[O-])c1 → M5 antag: 9.9; CHRM5 PAM: -6.4; TAAR1 antagonist: 24.5; M4 PAM: -6.5; CHRM5 agonist: -12.7; TAAR1 ag: 9.6; M1 PAM parental: 14.5; CRFR2-BP antag: 3.5; CRFBP-R2 agonist: -0.1

Additional structures follow:
Structure	M5 antag	CHRM5 PAM	TAAR1 antagonist	M4 PAM	CHRM5 agonist	TAAR1 ag	M1 PAM parental	CRFR2-BP antag	CRFBP-R2 agonist
Cc1nc2ccsc2c(=O)n1-c1cccc(Cl)c1	21.1	-17.5	-29.8	-18.9	-5.7	2.4	6.5	-6.5	-0.9
CCc1nnc(NC(=O)CN2C(=O)/C(=C/c3cc(OC)c(OC)c(OC)c3)SC2=S)s1	-7.5	7.6	-15.8	4.8	-1.4	-1.3	30.6	-90.8	5.0
Cc1nc2ccccc2n1/C(=N\S(=O)(=O)c1ccccc1)c1ccccc1	7.0	-5.3	-11.7	5.2	-2.2	-0.8	14.3	9.1	-0.5
O=C(CS(=O)(=O)c1ccc(Cl)cc1)N1CCN(c2ccccc2)CC1	-7.1	7.0	5.9	3.0	0.5	1.2	6.7	-12.0	-1.1
Nn1c(SC/C=C/c2ccccc2)nnc1-c1cccnc1	2.5	2.7	5.5	7.4	0.2	3.6	18.5	9.6	-1.2
Cc1ccc(CCNC(=O)C2CCN(S(=O)(=O)c3ccc4c(c3)CCC(=O)N4)CC2)cc1	-3.6	-4.0	11.8	3.7	-0.8	3.4	17.1	-0.4	1.3
CC(=O)Nc1ccc2oc(C)nc2c1	-4.2	-4.5	1.0	-2.6	-2.2	5.3	8.9	6.7	-1.0
Cc1cc(OCC(=O)Nc2ccc(S(=O)(=O)NC3=NCCCCC3)cc2)c(C(C)C)cc1Cl	10.3	-10.3	-22.3	-3.9	-6.1	0.5	-8.8	-55.5	0.8
COc1cc(OC)c(C2C(C#N)=C(N)Oc3cc(C)n(CCCN4CCOCC4)c(=O)c32)cc1OC (stereo not drawn)	0.8	-0.6	6.8	-4.4	-4.6	10.3	-11.6	0.0	-0.9
CC1=C(C)CC(C(=O)NCCCN2CCCC2=O)C(C(=O)O)C1 (stereo not drawn)	-8.0	8.5	-10.8	8.8	-2.8	0.2	16.8	-8.3	0.0
O=C(NCCC1CCCCN1S(=O)(=O)c1cccs1)C(=O)NCc1ccccc1 (stereo not drawn)	10.1	-2.9	-8.8	-4.4	2.0	-0.3	-27.3	2.2	-0.9
O=C(COc1ccccc1Cl)Nc1ccc2c(c1)OCCO2	7.8	-4.2	2.1	-0.2	-3.2	1.6	19.5	-11.2	0.1
O=C(CSc1ccc([N+](=O)[O-])cc1)Nc1ccccc1N1CCOCC1	6.2	-5.7	4.9	-2.5	-4.2	5.9	-8.7	-1.2	-0.6
CCNC(=S)NNC(=O)c1ccccc1Cl	-6.9	3.0	2.7	6.3	1.2	0.2	18.5	6.1	0.0
Cc1ccc2[nH]c(=O)c(CNC(C)(C)C)cc2c1	2.2	3.4	-8.4	3.1	6.0	1.4	-6.3	-5.1	1.0
CCn1c(SCC(=O)Nc2nc3c(s2)CCCC3)nnc1-c1ccccc1	14.6	-16.1	18.7	-6.7	-2.6	4.5	11.6	-12.5	-0.2
CCOC(=O)Cc1csc(NC(=S)NC(=O)c2ccc(Cl)cc2)n1	4.4	2.1	34.7	7.6	-0.7	37.8*	11.5	34.4	9.7
CC1=CC(C)(C)N2C(=O)C3(NCCc4c3[nH]c3ccccc43)c3cccc1c32 (stereo not drawn)	6.8	-2.3	-6.9	3.2	-1.4	2.5	6.1	-4.5	0.1
Cc1cccc(C)c1NC(=O)N1CCN(c2nc3ccccc3s2)CC1	0.9	-23.0	-9.0	-4.3	-7.2	11.9	14.8	0.1	0.7
CCCc1c(C(=O)N/N=C/c2ccccc2OCc2ccc(F)cc2)nnn1-c1nonc1N	-7.8	3.8	3.1	3.1	1.6	0.9	-8.4	-2.8	3.1
CCOC(=O)c1ccc(S(=O)(=O)N2CCN(c3ccccn3)CC2)cc1	8.5	-4.5	-11.5	-2.4	-3.3	2.0	-4.4	-9.2	1.2
CC(=O)N1CCN(C2=NC(=O)C(=C3CCCCC3)S2)CC1	2.0	1.2	2.1	4.7	-0.3	2.8	18.7	11.0	2.0
CC(C)CC(=O)N1CCN(c2ccc(NC(=O)c3ccco3)cc2)CC1	-12.5	-0.5	-2.3	2.7	-1.0	1.5	16.1	9.0	-0.1
CCOC(=O)c1nc2cc3n(c(C)c-2c1C)C(C)C(CC)=C3C (stereo not drawn)	-8.0	5.9	-0.7	-2.5	-7.8	3.0	-5.2	-5.9	4.1
Cc1cccc(OCc2ccc(C(=O)N3CCOCC3)o2)c1	-5.5	7.0	2.0	-1.3	-1.5	1.2	17.3	4.5	-1.1
Cc1cccc(NC(=O)c2cc3c([nH]c4ccccc43)c(C)n2)c1C	11.9	-4.5	-8.4	1.2	-1.2	2.6	19.0	8.1	-2.4
COC(=O)C1=C(N)c2c(F)cccc2C1(C#N)c1ccccc1 (stereo not drawn)	-1.9	-1.1	-2.0	16.2	-6.9	9.1	2.8	57.8*	-2.1
COc1ccc(OC)c(NC(=S)NCc2ccco2)c1	-2.0	1.8	11.9	-4.0	-2.2	6.8	-2.1	-13.5	-1.4
CC1(C)S[C@@H]2[C@H](NC(=O)COc3ccccc3)C(=O)N2C1C(=O)OCc1ccccc1 (stereo partly drawn)	15.9	-6.2	16.4	3.5	1.0	6.0	-5.4	-12.1	-0.8
CCOC(=O)N1CCN(C(=O)c2cn(CC)c3ccc(S(=O)(=O)N4CCC(C)CC4)cc3c2=O)CC1	-5.5	-0.4	-14.1	-4.6	-3.6	2.3	7.1	-3.5	0.0
COc1ccccc1OCC(=O)NNC(=O)Nc1ccc(Cl)cc1	-4.0	-7.0	-0.6	4.0	-1.6	2.5	9.3	-8.9	3.4
C[C@H]1Cn2cnc(C(=O)N[C@@H](Cc3c[nH]c4ccccc34)C(=O)OC(C)(C)C)c2C(=O)N1	-4.0	2.2	27.1	-4.5	2.1	13.1	16.1	11.8	-0.1
COCCNC(=O)C(=O)NNC(=O)CCc1ccccc1	8.5	2.2	5.2	3.8	-1.5	7.9	17.1	0.0	-2.3
CNS(=O)(=O)c1cccc(C(=O)NC2CCCc3ccccc32)c1 (stereo not drawn)	3.1	-2.9	-10.2	7.4	-3.3	3.6	11.9	7.9	-2.7
CCn1cc(/C=N/O)c(C)n1	3.5	-5.7	4.4	5.8	-1.9	5.9	17.2	-8.2	1.2
O=C(NC1CCCCC1)c1cccnc1Sc1ccccc1Cl	7.2	2.0	-17.0	3.4	-2.2	2.5	8.9	-3.8	-2.5
CCc1nc2ccc(C(=O)N(C)CCCN(C)C)cn2c1N(CC)CCOC	7.4	-0.1	-6.7	2.8	0.6	-0.1	-4.3	/	/
CCOc1ccc(Oc2cc(N)cc([N+](=O)[O-])c2)cc1	6.0	-9.1	23.9	-11.0	-4.7	0.8	-10.2	-11.2	-1.7
C[C@@H]1CCCCO[C@H](CN(C)C(=O)c2ccccc2)[C@@H](C)CN([C@H](C)CO)C(=O)c2cc(NC(=O)c3ccncc3)ccc2O1	-3.1	-1.1	-25.7	3.1	2.4	2.8	-9.7	-6.1	-0.5
Cc1noc(C)c1CS(=O)(=O)c1ccc(Br)cc1	3.7	-1.9	-7.0	3.0	-3.0	2.3	15.3	-23.5	-0.5
